TWEAK-Fn14 inh = TWEAK-Fn14 signaling inhibition | inhibition, % at 10 µM | TWEAK-stimulated Fn14 reporter cells, luciferase luminescence, 8 h | 360,000 tested, 2% active; in the data active = inhibition above about 50%
TROY NFkB inh = blocks TROY-dependent signaling in reporter cells; Q293 LMP1-TROYcd NF-kB luciferase reporter, 4 h; 360,000 tested, 0.98% active; inhibition, % at 10 µM;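 active = compounds whose plate-normalised and pattern-corrected inhibition of the luciferase reporter signal at the single screening dose is 50% or more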
SRC1 inh = inhibits human SRC1 coactivator. Q15788. HEK293 GAL4-SRC1 luciferase reporter, luminescence. inhibition, % at 3.6 µM. 360,000 tested, 0.12% active. AID 588354;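 active = inhibition above the campaign mean plus 3 SD, with each screening campaign given its own cutoff, cut at about 60% in these data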;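 also: 0% = DMSO treated cells and 100% = gossypol at 36 µM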
Shn3 3UTR inh = reduces Shn3 3'UTR luciferase signal in osteoblasts. Clone20 osteoblast Shn3 3'UTR firefly luciferase, 24 h. inhibition, % at 12.5 µM. 360,000 tested, 0.52% active. AID 588674;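 active = mean inhibition of at least 75% with every replicate also reaching 75%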;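 also: 0% = median of neutral control wells and 100% = pilot-screen positive control compound; some compounds past the cut are filed as inactive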
KKLEB cytotox = CF airway cell cytotoxicity counter-screen; AID 602141; 360,000 tested, 0.36% active; activity change (cytotoxicity), % at 5 µM; KKLEB CF airway cells viability, ATPlite luminescence, overnight; hits give low values; cells stimulated with P. aeruginosa culture filtrate;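 active = corrected activity change at or below -50% at 5 µM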
C8 TRAIL sens = sensitizes caspase-8 expressing cells to TRAIL; NB7+C8 cells + TRAIL, ATPlite viability luminescence; inhibition (viability loss, TRAIL sensitization), % at 10 µM; 360,000 tested, 1% active; AID 624354;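 active = compounds causing at least 50% loss of cell viability in the single-dose screen, relative to plate controls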
CF NFkB inh = blocks PAF-induced NF-kB reporter in cystic fibrosis cells; inhibition, % at 5 µM; AID 588850; KKLEB NF-kB-GFP reporter, GFP fluorescence overnight; 360,000 tested, 0.86% active;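 active = at least 50% inhibition at 5 µM, scaled per plate between neutral and stimulator controls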;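 also: PAF is a Pseudomonas aeruginosa culture filtrate used as stimulus; plate controls were PAF-stimulated DMSO wells for no effect and unstimulated DMSO wells for full effect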
COUP-TFII inh = inhibitors of human COUP-TFII (NR2F2); P24468; HEK293T NGFI-A luciferase reporter, luminescence; inhibition, % at 8.6 µM; 370,000 tested, 0.7% active; AID 686940;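 active = inhibition above a per-plate cutoff, mean inhibition of test wells between control levels plus 3 SD, cut at about 38% in these data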;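 also: cells cotransfected with COUP-TFII expression vector driving the NGFI-A reporter; 0% = median of COUP-TF2 test wells and 100% = reporter-only cells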
Target sequence (P24468 whole entry, looked up): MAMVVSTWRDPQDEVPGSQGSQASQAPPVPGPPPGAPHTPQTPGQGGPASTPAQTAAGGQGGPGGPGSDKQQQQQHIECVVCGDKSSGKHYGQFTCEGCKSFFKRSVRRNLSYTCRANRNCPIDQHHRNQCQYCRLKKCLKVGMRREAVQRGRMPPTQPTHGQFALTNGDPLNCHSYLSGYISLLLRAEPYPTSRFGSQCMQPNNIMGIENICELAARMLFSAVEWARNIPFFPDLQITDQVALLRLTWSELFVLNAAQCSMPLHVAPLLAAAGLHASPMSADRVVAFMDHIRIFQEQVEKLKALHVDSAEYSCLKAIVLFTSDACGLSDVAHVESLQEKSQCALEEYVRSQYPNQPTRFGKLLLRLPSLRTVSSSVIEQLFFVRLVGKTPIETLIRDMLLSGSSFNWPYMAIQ
NCOA3 inh = inhibits human SRC3 coactivator; Q9Y6Q9; HEK293 GAL4-SRC3 luciferase reporter, luminescence; inhibition, % at 3.6 µM; 360,000 tested, 0.17% active;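 active = inhibition above a per-campaign cutoff, the mean of all compounds plus 3 SD, cut at about 60% in these data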;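 also: 0% = DMSO-treated cells and 100% = gossypol-treated cells at 36 µM; higher means less SRC3-driven luciferase light from the GAL4 reporter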
EBV LMP1 NFkB = Epstein-Barr LMP1 NF-kappaB reporter inhibition. AID 504558. inhibition, % at 12.5 µM. LMP1-induced NF-kappaB luciferase reporter cells, luminescence. 350,000 tested, 0.69% active; in the data active = inhibition above about 41%;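 also: 0% = neutral control wells and 100% = reference inhibitor control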
LRH-1 inv ag = suppresses constitutive activity of human LRH-1. HEK293T StAR-luciferase reporter, LRH-1 transfected, 24 h. inhibition, % at 3.6 µM. AID 602396. 360,000 tested, 0.13% active;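 active = inhibition above the mean inhibition of all tested compounds plus 3 SD, cut at about 73% in these data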;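 also: 0% = DMSO wells and 100% = reporter-only cells lacking LRH-1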
Target sequence (O00482 whole entry, looked up): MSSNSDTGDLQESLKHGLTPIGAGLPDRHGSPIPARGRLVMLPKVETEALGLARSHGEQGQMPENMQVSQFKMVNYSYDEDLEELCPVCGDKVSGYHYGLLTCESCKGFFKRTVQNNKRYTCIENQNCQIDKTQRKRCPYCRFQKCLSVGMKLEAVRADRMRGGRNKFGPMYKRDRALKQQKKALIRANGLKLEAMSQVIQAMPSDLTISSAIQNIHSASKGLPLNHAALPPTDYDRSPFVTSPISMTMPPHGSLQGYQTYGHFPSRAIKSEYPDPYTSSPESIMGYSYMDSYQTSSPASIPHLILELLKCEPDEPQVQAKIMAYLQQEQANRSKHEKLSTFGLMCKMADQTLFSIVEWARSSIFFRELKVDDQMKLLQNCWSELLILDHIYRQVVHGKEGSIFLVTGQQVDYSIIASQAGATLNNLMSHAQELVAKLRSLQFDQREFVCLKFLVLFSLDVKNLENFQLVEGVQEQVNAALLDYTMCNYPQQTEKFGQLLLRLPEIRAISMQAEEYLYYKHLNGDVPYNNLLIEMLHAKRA
Numbers without * were called inactive; / = no result given.

SMILES	TWEAK-Fn14 inh	TROY NFkB inh	SRC1 inh	Shn3 3UTR inh	KKLEB cytotox	C8 TRAIL sens	CF NFkB inh	COUP-TFII inh	NCOA3 inh	EBV LMP1 NFkB	LRH-1 inv ag
Cc1cc(=O)oc2cc(OCC(=O)N/N=C/c3ccccc3O)ccc12	-13	1	3	3	3	10	2	-12	-26	-3	-2
COc1cc(CC(NC(C)=O)C(=O)NC2CCN(C(=O)c3cc(OC)c(OC)c(OC)c3)CC2)cc(OC)c1 (stereo unspecified)	-4	-12	3	-11	-2	-1	13	2	-14	-1	-5
C=CCN(CC=C)CC(O)CN(c1cc([N+](=O)[O-])ccc1OC)S(=O)(=O)c1ccccc1 (stereo unspecified)	-10	16	-46	-13	10	0	-12	3	5	-7	-5
CCCc1nc2ccc(N)cc2c(=O)n1Cc1ccccc1Cl	-6	-10	-3	10	-3	0	-5	-6	0	-4	-4
COC(=O)c1c(-c2cccs2)csc1NC(=O)CSc1ncnc2sc(C)c(C)c12	19	-5	-2	1	-1	10	8	5	0	-4	-2
Cc1ccccc1NC(=S)Nc1ccc2cn[nH]c2c1	-5	-14	-37	-17	-5	-23	-8	-6	2	-5	14
CCC1(C)Cc2c(C#N)c(N)sc(=S)c2CO1 (stereo unspecified)	-6	17	-7	-1	1	-8	13	8	-13	-7	14
Cc1onc(-c2ccccc2)c1C(=O)OCC(=O)Nc1ccc(OC(F)(F)F)cc1	15	52*	-10	-104	-9	-9	-21	3	2	0	6
CCOc1ccc(S(=O)(=O)N(C)CC(=O)NCc2ccccn2)cc1Cl	24	-18	-17	16	2	-2	-3	-21	-14	3	14
CC(=O)N1N=C(c2cccnc2)OC1c1ccc(C(C)C)cc1 (stereo unspecified)	-17	-7	5	6	-13	6	8	4	10	2	-9
CN(C)C(=O)CS(=O)(=O)c1ccc(Cl)cc1	4	-1	-15	7	-7	-9	0	-4	9	1	-7
CC(C)(C)c1ccc(S(=O)(=O)Nc2cccc(C3OCCCO3)c2)cc1	7	12	-2	28	18	16	-2	15	10	12	3
CCSCc1nnc(SCC(=O)Nc2cc(F)ccc2C)n1C	-10	-4	12	11	-11	-2	8	11	14	-1	3
C[C@@H]1CN([C@@H](C)CO)C(=O)c2cc(Br)cnc2O[C@H]1CN(C)Cc1cccc(C(=O)O)c1	-12	-5	10	-10	13	-7	-13	-24	0	0	8
Cc1ccc(S(=O)(=O)NCCC(=O)OC(C)C(=O)NC2CC2)cc1 (stereo unspecified)	12	-2	-8	7	3	6	1	1	-24	0	-3
O=C(/C=C/c1cc2ccccc2o1)c1ccccc1O	8	-25	-61	-66	11	-2	-5	-3	-43	-2	-23
Cc1ccccc1-n1c(SCC(=O)c2cc(C)n(C)c2C)nnc1-c1ccncc1	5	-3	-26	13	2	-2	4	1	10	-12	0
COC(=O)C1=NNC2(c3ccc(Cl)cc3)C(=O)N(c3ccccc3)C(=O)C12 (stereo unspecified)	27	-21	-10	-14	-10	4	6	4	20	3	1
O=C(CSc1nc2ccccc2c(=O)[nH]1)c1ccccc1	7	-21	-16	-18	-16	-2	-3	-26	-19	-5	-3
CCc1nnc(NS(=O)(=O)c2ccc(N/C=C\C(=O)c3cccc(OC)c3)cc2)s1	13	-9	-47	-2	2	3	8	1	-49	0	-104

Another view of part of the listing above.
Under each structure: TWEAK-Fn14 inh | TROY NFkB inh | SRC1 inh | Shn3 3UTR inh | KKLEB cytotox | C8 TRAIL sens | CF NFkB inh | COUP-TFII inh | NCOA3 inh | EBV LMP1 NFkB | LRH-1 inv ag
C=CCN(CC=C)CC(O)CN(c1cc([N+](=O)[O-])ccc1OC)S(=O)(=O)c1ccccc1 (stereo unspecified)
  -10 | 16 | -46 | -13 | 10 | 0 | -12 | 3 | 5 | -7 | -5
CCCc1nc2ccc(N)cc2c(=O)n1Cc1ccccc1Cl
  -6 | -10 | -3 | 10 | -3 | 0 | -5 | -6 | 0 | -4 | -4
COC(=O)c1c(-c2cccs2)csc1NC(=O)CSc1ncnc2sc(C)c(C)c12
  19 | -5 | -2 | 1 | -1 | 10 | 8 | 5 | 0 | -4 | -2
Cc1ccccc1NC(=S)Nc1ccc2cn[nH]c2c1
  -5 | -14 | -37 | -17 | -5 | -23 | -8 | -6 | 2 | -5 | 14
CCC1(C)Cc2c(C#N)c(N)sc(=S)c2CO1 (stereo unspecified)
  -6 | 17 | -7 | -1 | 1 | -8 | 13 | 8 | -13 | -7 | 14
Cc1onc(-c2ccccc2)c1C(=O)OCC(=O)Nc1ccc(OC(F)(F)F)cc1
  15 | 52* | -10 | -104 | -9 | -9 | -21 | 3 | 2 | 0 | 6
CCOc1ccc(S(=O)(=O)N(C)CC(=O)NCc2ccccn2)cc1Cl
  24 | -18 | -17 | 16 | 2 | -2 | -3 | -21 | -14 | 3 | 14
CC(=O)N1N=C(c2cccnc2)OC1c1ccc(C(C)C)cc1 (stereo unspecified)
  -17 | -7 | 5 | 6 | -13 | 6 | 8 | 4 | 10 | 2 | -9
CN(C)C(=O)CS(=O)(=O)c1ccc(Cl)cc1
  4 | -1 | -15 | 7 | -7 | -9 | 0 | -4 | 9 | 1 | -7
CC(C)(C)c1ccc(S(=O)(=O)Nc2cccc(C3OCCCO3)c2)cc1
  7 | 12 | -2 | 28 | 18 | 16 | -2 | 15 | 10 | 12 | 3
CCSCc1nnc(SCC(=O)Nc2cc(F)ccc2C)n1C
  -10 | -4 | 12 | 11 | -11 | -2 | 8 | 11 | 14 | -1 | 3
C[C@@H]1CN([C@@H](C)CO)C(=O)c2cc(Br)cnc2O[C@H]1CN(C)Cc1cccc(C(=O)O)c1
  -12 | -5 | 10 | -10 | 13 | -7 | -13 | -24 | 0 | 0 | 8
Cc1ccc(S(=O)(=O)NCCC(=O)OC(C)C(=O)NC2CC2)cc1 (stereo unspecified)
  12 | -2 | -8 | 7 | 3 | 6 | 1 | 1 | -24 | 0 | -3
O=C(/C=C/c1cc2ccccc2o1)c1ccccc1O
  8 | -25 | -61 | -66 | 11 | -2 | -5 | -3 | -43 | -2 | -23
Cc1ccccc1-n1c(SCC(=O)c2cc(C)n(C)c2C)nnc1-c1ccncc1
  5 | -3 | -26 | 13 | 2 | -2 | 4 | 1 | 10 | -12 | 0

(further entries)
SMILES	TWEAK-Fn14 inh	TROY NFkB inh	SRC1 inh	Shn3 3UTR inh	KKLEB cytotox	C8 TRAIL sens	CF NFkB inh	COUP-TFII inh	NCOA3 inh	EBV LMP1 NFkB	LRH-1 inv ag
CCOC(=O)C1CCCN(c2oc(-c3ccc(OC)cc3)nc2C#N)C1 (stereo unspecified)	-17	13	6	-3	4	2	13	3	-13	-1	-6
Cc1occc1C(=O)N1CCCC(N2CCN(c3ccccc3F)CC2)C1 (stereo unspecified)	-6	2	-4	-12	4	-21	23	4	11	1	-6
COC(=O)c1ccccc1NC(=O)CSc1nnc(COc2cccc(OC)c2)n1C	10	-22	-16	1	4	0	2	-6	-9	11	-20
Cc1cc(=O)oc2cc(OC(C(=O)O)c3ccccc3)ccc12 (stereo unspecified)	-22	-2	11	-7	-4	1	-24	12	-30	-4	24
O=C(COc1ccc2ccccc2c1)NCCc1ccc2c(c1)OCCO2	17	2	-4	16	2	-12	14	-4	16	-6	1
CCOc1ncccc1C(=O)OCC(=O)NCc1ccccc1	4	-6	-3	0	3	-11	-14	6	2	-1	-16
CCOC(=O)c1c(O)c2c([nH]c1=O)CCCC2	-3	8	-1	-5	14	5	-13	4	1	0	-5
COc1ccc(NC2=Nc3cccc4cccc2c34)cc1OC	3	-24	-66	-3	10	-5	-18	-7	-33	8	-11
Cc1sc2nc(C3CC3)nc(SCC(=O)N3c4ccccc4CC3C)c2c1C (stereo unspecified)	28	25	-4	61	-11	21	3	/	0	7	10
CC(C)C(=O)N=C1SC2CS(=O)(=O)CC2N1Cc1ccccc1 (stereo unspecified)	0	8	-9	-3	-1	-13	-4	1	8	-20	11
COc1ccc(OC)c(S(=O)(=O)N2CCN(c3ccccc3)CC2)c1	-5	4	26	6	13	4	-12	4	18	-21	1
O=C(N=Nc1c(O)[nH]c2ccc(F)cc12)c1ccc(NS(=O)(=O)c2cccs2)cc1	-23	-8	-6	-3	13	-2	-23	-3	-1	-5	0
CC1=C(C(=O)c2ccccc2)C(c2cn(-c3ccccc3)nc2-c2ccc(Cl)cc2)NC(=S)N1 (stereo unspecified)	14	-17	-10	-4	6	0	-1	-4	0	0	13
COc1ccc(S(=O)(=O)N2CCC3(CC2)OCCO3)cc1	3	-13	-14	12	-3	-2	2	-11	-2	2	5
CC(=O)NC(Cc1ccc(F)c(F)c1)C(=O)NC1CCN(C(=O)c2ccc(C)cc2)CC1 (stereo unspecified)	-4	-23	-19	-2	0	-1	3	-3	-12	5	2
CCc1ccc(C(=O)C(C)OC(=O)CN2C(=O)NC3(CCCC3)C2=O)cc1 (stereo unspecified)	-11	19	-9	-5	-9	12	12	-1	14	-1	11
O=C(O)CC(C(=O)Nc1ccc(Cl)cc1Cl)C1CCCO1 (stereo unspecified)	2	-17	10	-6	-6	-2	-10	3	15	-3	2
O=C(c1cnn(C(=O)COc2ccc(Cl)cc2)c1)c1ccccc1O	19	6	16	12	14	-3	20	9	11	9	1
COc1ccc(NC(=O)C(NC(=O)c2ccc(=O)[nH]c2)c2ccc(C)cc2)cc1 (stereo unspecified)	-2	-27	10	11	-4	-10	-6	5	-1	8	1
CCNc1oc(COc2ccccc2F)nc1C#N	-44	-16	-45	-40	3	-12	1	-39	-18	-9	-40
CCN(CC(=O)NC(C)(C)C)Cc1cc(=O)n2c(-c3ccccc3)csc2n1	10	10	-18	-14	0	-7	-3	18	5	8	9
CCc1nc2ccc(C(=O)NCC3CCCCC3)cn2c1N(C)Cc1nccs1	2	19	-9	28	-14	-10	9	10	6	/	23
Cc1ccc(CNC(=O)c2ccc(C)c(S(=O)(=O)N3CCCCC3)c2)cc1	-10	10	-10	-3	8	-21	19	-17	6	0	5
O=c1[nH]c(C2CCCN(S(=O)(=O)c3ccccc3)C2)nc2c1nnn2Cc1ccccc1F (stereo unspecified)	-9	14	12	-9	-1	-11	6	5	-12	-6	-34
Cc1ccc(OCc2ccc(C(=O)Nc3ccc(C(N)=O)cc3)o2)c([N+](=O)[O-])c1	-14	5	-3	33	-7	-7	17	16	11	0	2
CC1(C)C2CCC(C2)C1(C)N=C1OC(CCl)CS1 (stereo unspecified)	-7	-4	-9	9	-8	-13	19	3	7	5	-9
COc1cc(OC)c(NC(=O)CCCNC(=O)Cn2cnc3sc(C)c(C)c3c2=O)cc1Cl	-6	14	-25	-4	-4	8	1	4	0	-9	-7
Cc1c(NC(=O)COc2c(F)c(F)c(F)c(F)c2F)c(=O)n(-c2ccccc2)n1C	30	8	-157	-4	7	-6	4	0	-19	-4	-2

Not all compounds are listed; count on the stated rates, not on these rows.
